Compound activity (PubChem BioAssay)
STEP block = STEP phosphatase inhibitors, primary screen, biochemical, fluorescence intensity, uHTS. recombinant STEP, OMFP fluorogenic substrate. 360,000 compounds, 0.25% hits. AID 588621, 2011. Tyrosine-protein phosphatase non-receptor type 5 (Homo sapiens), P54829. inhibition, % at 20 µM;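 active = inhibition at 20 µM, scaled per plate between control wells, above about 37%, limit read from the data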;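 also: 0% = DMSO with enzyme and substrate and 100% = substrate only without enzyme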
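medium = Bis-Tris buffer pH 6.0, 2.5 mM DTT, 0.005% Tween 20 | test system = STEP (striatal-enriched tyrosine phosphatase) enzyme, cell-free | measure = normalized % inhibition | compound dosing = 20 µM, 1% DMSO | also added = 25 µM OMFP | schedule = reaction 20 min, ambient temperature | measured by = fluorescence read at 480 nm ex / 540 nm em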
SUMO1 PPI mod = modulators of SUMO1 protein-protein interactions, primary screen, biochemical, uHTS | Small ubiquitin-related modifier 1 (Homo sapiens), P63165 | SUMO1 binding to a labelled peptide, TR-FRET, 1 h | inhibition, % at 20 µM | 360,000 compounds, 0.33% hits | AID 602429, 2012; in the data active = inhibition above about 37%
Target sequence (P63165 whole entry, looked up): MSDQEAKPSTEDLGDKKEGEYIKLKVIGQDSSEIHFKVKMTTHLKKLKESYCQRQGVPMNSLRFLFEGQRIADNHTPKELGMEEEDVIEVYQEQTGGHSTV
eLon inh = inhibitors of E. coli Lon protease, primary screen, biochemical, fluorescence polarization; purified E. coli Lon protease; 360,000 compounds, 0.42% hits; AID 602123, 2011; inhibition, % at 7.94 µM; in the data active = inhibition above about 13%, passing the limit was not always enough;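 also: 0% = enzyme with probe and DMSO and 100% = no enzyme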
Target sequence (P0A9M0 whole entry, looked up): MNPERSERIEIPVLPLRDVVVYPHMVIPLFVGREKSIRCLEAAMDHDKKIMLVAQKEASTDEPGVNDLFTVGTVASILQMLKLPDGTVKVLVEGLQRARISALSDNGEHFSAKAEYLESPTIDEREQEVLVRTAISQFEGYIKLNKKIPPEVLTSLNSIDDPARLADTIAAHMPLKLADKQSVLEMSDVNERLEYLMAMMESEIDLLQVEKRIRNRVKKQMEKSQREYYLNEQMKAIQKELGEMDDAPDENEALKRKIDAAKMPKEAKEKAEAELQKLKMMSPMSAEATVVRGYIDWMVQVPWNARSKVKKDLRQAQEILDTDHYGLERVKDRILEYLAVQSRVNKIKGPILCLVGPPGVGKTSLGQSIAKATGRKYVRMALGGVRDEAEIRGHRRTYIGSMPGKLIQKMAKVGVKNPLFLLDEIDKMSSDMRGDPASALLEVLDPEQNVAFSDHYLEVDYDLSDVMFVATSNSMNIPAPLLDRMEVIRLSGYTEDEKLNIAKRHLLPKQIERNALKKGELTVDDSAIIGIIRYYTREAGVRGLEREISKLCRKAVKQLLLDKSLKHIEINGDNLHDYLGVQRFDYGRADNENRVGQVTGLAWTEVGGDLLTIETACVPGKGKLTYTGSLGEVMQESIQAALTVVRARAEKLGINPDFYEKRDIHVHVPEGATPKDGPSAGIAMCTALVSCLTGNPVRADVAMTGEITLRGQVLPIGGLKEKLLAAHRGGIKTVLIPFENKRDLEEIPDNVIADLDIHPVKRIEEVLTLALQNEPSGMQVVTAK
MsrA act = bovine MsrA enzyme activators, primary screen, biochemical, absorbance, HTS; 360,000 compounds, 0.3% hits; AID 602163, 2012; activation, % at 10.6 µM; purified bovine MsrA, absorbance read-out; in the data active = activation above about 7.5%;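 also: 0% = vehicle and 100% = reference activator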
TbMetRS inhib = T. brucei MetRS inhibitors, primary screen, biochemical, luminescence. methionyl-tRNA synthetase (Trypanosoma brucei brucei). 360,000 compounds, 0.4% hits. inhibition, % at 11.9 µM. purified T. brucei MetRS, ATP depletion, Kinase-Glo luminescence;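 active = inhibition above a per-plate cutoff of the control wells' mean inhibition plus 3 SD, cut at about 5.5% in these data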;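 also: 0% = DMSO wells median and 100% = median of wells with control inhibitor compound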
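System: purified T. brucei MetRS enzyme / Detection: Kinase-Glo luciferase luminescence reporting remaining unconsumed ATP / Medium: HEPES buffer with MgCl2, KCl, DTT, spermine, BSA, pyrophosphatase / Replication: singlicate, one well per compound / Evaluation: percent inhibition relative to median high and low control wells / Schedule: 2 h aminoacylation at 25 °C after 15 min preincubation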
LMPTP inh = LMPTP phosphatase inhibitors, primary screen, biochemical, fluorescence intensity, uHTS. Low molecular weight phosphotyrosine protein phosphatase (Homo sapiens), P24666. inhibition, % at 20 µM. 360,000 compounds, 0.22% hits. recombinant LMPTP-A, OMFP fluorogenic substrate. AID 651560, 2012;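 active = compounds that cut the enzyme signal by at least half of the control window in the single-dose screen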;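 also: plate controls were DMSO wells with enzyme plus substrate for no effect and substrate without enzyme for full effect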
Target sequence (P24666 whole entry, looked up): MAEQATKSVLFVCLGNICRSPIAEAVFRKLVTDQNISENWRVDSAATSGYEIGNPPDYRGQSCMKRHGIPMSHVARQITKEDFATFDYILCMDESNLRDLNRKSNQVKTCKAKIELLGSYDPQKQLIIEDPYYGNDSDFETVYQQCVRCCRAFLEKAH
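Test system – LMPTP-A phosphatase enzyme · Quantity – 0.625 nM LMPTP-A final · Reagent – OMFP substrate, 400 µM final · Dosing – one test concentration per compound, 20 µM, with 3% DMSO overall · Timing – 50 min enzyme reaction at room temperature, protected from light · Detection – fluorescence intensity · Controls – substrate-only low control, DMSO enzyme-plus-substrate high control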
MsrA inh = bovine MsrA enzyme inhibitors, primary screen, biochemical, absorbance, HTS. purified bovine MsrA, absorbance read-out. inhibition, % at 15.5 µM. 360,000 compounds, 0.75% hits. AID 651718, 2012; in the data active = inhibition above about 4.5%;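 also: 0% = vehicle wells with enzyme and 100% = reference inhibitor wells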
Scp-1 inhibitor = Scp-1 phosphatase inhibitors, primary screen, biochemical, colorimetric, uHTS | 340,000 compounds, 0.88% hits | inhibition, % at 20 µM | AID 493091, 2011 | Carboxy-terminal domain RNA polymerase II polypeptide A small phosphatase 1 (Homo … | Recombinant Scp1, phosphopeptide, malachite green phosphate absorbance;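 active = inhibition above about 50% at 20 µM, limit read from the data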;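 also: plate controls were DMSO wells with enzyme for no effect and wells lacking enzyme for full effect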
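Test system: SCP-1 phosphatase catalytic domain, residues 76-261 | Compound dosing: One concentration, 20 µM, with 1.0% DMSO | Schedule: 45 min room-temperature reaction, 5 min colour, 30 min stabiliser | Detection: Absorbance at 630 nm | Read-out basis: % inhibition of SCP-1 phosphate liberation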
CendR NRP1 mod = modulators of CendR peptide binding to NRP-1, primary screen, biochemical, fluorescence polarization, uHTS; Neuropilin-1 (Homo sapiens), O14786; FAM-RPARPAR peptide binding to NRP-1; inhibition, % at 25 µM; 360,000 compounds, 0.85% hits;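 active = inhibition or corrected inhibition above about 18%, plus a signal ratio from 0.5 to 1.5, limit read from the data, passing the limit was not always enough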; also: strong numbers were not always called active
DNMT1 inh = human DNMT1 methyltransferase inhibitors, primary screen, biochemical, molecular beacon, fluorescence, HinP1I cleavage, uHTS. inhibition (reported as % activation of signal), % at 10 µM. 360,000 compounds, 0.83% hits; in the data active = inhibition above about 50%
* marks the source's active call; other numbers are inactive results; . = no result given. An unsorted share of the library. About 4.3% of those tested had a hit in this group.

No.	SMILES	STEP block	SUMO1 PPI mod	eLon inh	MsrA act	TbMetRS inhib	LMPTP inh	MsrA inh	Scp-1 inhibitor	CendR NRP1 mod	DNMT1 inh
1	Cc1ccc(NC(=O)c2cc3ccccc3oc2=O)cc1S(=O)(=O)N(C)C	2	-4	-2	-2	0.1	0.6	.	-11	-11	-3
2	O=C(Nc1ccc(F)cc1)c1cc2c(s1)CCCC2	-1	-4	-4	-1	-0.1	2.1	-0.7	-9	4	-1
3	CCOC(=O)C1CCN(S(=O)(=O)Cc2ccccc2)C1=O (stereo not drawn)	0	-5	4	-6	-2.3	-1.0	0.0	7	-6	1
4	Cc1ccc(S(=O)(=O)/N=C(\Sc2ccccc2)c2ccccc2)cc1	2	-1	-9	-2	-0.3	-1.7	1.1	-11	-12	3
5	COc1cccc(-c2noc(CCC(=O)NCCc3ccccc3)n2)c1	0	0	-2	-2	-0.1	-0.5	0.7	-1	9	-2
6	COc1cccc(Cn2nnc(C(=O)NCCc3ccc(Cl)cc3)c2N)c1	-3	2	1	-7	-0.2	1.1	-0.8	-12	8	0
7	COc1ccc(CC(=O)NCc2nnc(SCC(=O)Nc3ncc(C)s3)n2C)cc1	2	0	1	-1	2.9	-1.4	-0.9	-24	-2	-1
8	CCOc1cc(C2NC(=O)NC(O)(C(F)(F)F)C2C(=O)c2ccc(Cl)cc2)ccc1O (stereo not drawn)	1	17	-7	-4	-0.7	-1.7	0.6	-6	-5	0
9	COC(=O)CSc1[nH]c2ccccc2c1[N+](=O)[O-]	1	-36	-8	-7	-0.7	5.3	3.5	6	11	3
10	CCOC(=O)C1CCN(C(=O)c2cc(COc3ccc(OC)c4ccccc34)on2)CC1	-1	-5	-6	-4	-0.7	4.1	0.0	-8	-2	-4
11	O=C(CSC1CCCCC1)Nc1nccs1	0	-2	0	-3	-0.7	0.9	-0.1	0	-8	2
12	N/C(=N\OC(=O)c1ccccc1)c1ccncc1	0	2	0	-3	-0.1	-1.2	-0.2	-4	-25	1
13	NC(=S)N/N=C/c1coc2cc(Cl)ccc2c1=O	-2	-2	-3	-5	0.9	-0.4	2.0	-4	4	-2
14	CC(=O)C(N=Nc1ccccc1)(Sc1nnc(-c2ccccc2)n1-c1ccccc1)C(C)=O	1	0	6	4	-0.5	2.2	1.2	-12	-6	2
15	CCN(CCn1cccn1)C(=O)c1ccc2nc(Cc3ccc(OC)cc3)oc2c1	-1	-9	-1	-2	-0.4	0.1	-1.4	-8	9	2
16	Cc1ccc(Cl)cc1NC(=O)c1ccc(Cn2cc(Cl)cn2)cc1	1	-2	8	2	-0.3	1.3	-1.0	-7	1	-2
17	Cc1cccc(N2CCN(C(=O)CCn3c(=O)[nH]c4ccccc4c3=O)CC2)c1C	-2	4	-2	-1	-0.3	0.3	0.4	-8	4	0
18	CN1CCN(C(=O)c2cnn(-c3ccccc3)c2NC(=O)c2ccccc2Cl)CC1	1	55*	1	-3	0.7	0.4	-0.3	-5	0	-2
19	CCC[C@@H](CN1CCC[C@H]1CN1C(N)=NC[C@@H]1Cc1ccccc1)N1C[C@@H](Cc2ccccc2)N(CCc2ccc(Cl)c(Cl)c2)C1=N	5	-105	-9	0	-0.2	38	0.8	10	9	-3
20	CO/N=C\c1cc(C(=O)c2ccc(Cl)cc2Cl)cn1C	22	-4	-3	-1	1.6	0.9	0.1	-4	-17	1
21	S=C(Nc1ccccc1)Nc1ccc(OCc2ccc(Cl)cc2Cl)cc1	2	-6	2	-6	-1.5	1.4	-0.7	5	7	29
22	CN(c1ccc(OCc2nnc(-c3ccccc3)o2)cc1)S(=O)(=O)c1ccccc1	3	0	-4	-6	-1.1	3.9	0.9	-10	10	0
23	O=C(CCN1CCCCO1)N1CCCC(Nc2ccc(F)cc2)C1 (stereo not drawn)	-2	3	-3	-3	-0.4	-0.8	-0.4	11	6	0
24	COC(=O)CC1NCCc2cc(OC)c(OC)cc21 (stereo not drawn)	-1	1	-3	-4	-0.4	-1.2	1.1	-8	12	5
25	O=S(=O)(c1ccc(NC(=S)N/N=C/c2ccc(N3CCOCC3)cc2)cc1)N1CCOCC1	-3	-4	7	0	-0.2	-1.7	-0.5	-12	-3	-6
26	CCCOc1ccc(C2=CSC3=NCCN23)cc1[N+](=O)[O-]	-2	-19	4	-4	0.5	-1.8	0.0	-12	1	-1
27	O=C(/C=C/[C@H]1O[C@@H](n2ccc(=O)[nH]c2=O)[C@H](O)[C@@H]1O)NCCN1CCCC1	0	4	-13	-2	0.5	-3.0	-0.2	.	12	-2
28	COc1ccc(C(=O)NCc2nnc(SCC(=O)NCc3ccc(F)cc3)o2)cc1	0	-2	-5	-15	-0.8	-1.6	2.6	-1	8	0
29	O=C(NCCN1CCCc2ccccc21)C1CCC(=O)N(CCc2ccccc2)C1 (stereo not drawn)	0	1	1	-1	0.4	-1.2	-0.6	7	20	-1
30	CCN1C(=O)CC(N2CCN(c3cccc(OC)c3)CC2)C1=O (stereo not drawn)	-3	4	3	-2	0.1	-0.6	1.2	-3	3	-1
31	COc1ccc(N2CC(=O)N(c3ccc(OC)c(OC)c3)CC2=O)cc1OC	2	0	-16	-3	-0.6	-0.3	-0.6	-2	8	0
32	O=C(CN(CC1CCCO1)C(=O)CNS(=O)(=O)c1ccc(F)cc1)NCc1ccco1 (stereo not drawn)	-1	-1	2	5	-0.2	-0.7	0.2	-10	3	0
33	Cc1cccc(OCC(=O)NCc2ccncc2)c1C	1	12	0	-1	-0.3	-1.1	0.8	-10	2	-2
34	CCOC(=O)c1ccccc1NC(=O)COC(=O)CCC1CCCC1	0	6	-2	-2	-0.1	4.5	1.4	-11	12	0
35	Cc1ccc([C@@H]2CC=C(C(=O)O)[C@H](c3ccccc3)N2S(=O)(=O)c2ccccc2C)cc1	0	1	-1	-1	-1.2	-1.6	0.3	-5	-7	6
36	O=C(O)C1CCCCC1C(=O)Nc1cccc(Br)c1 (stereo not drawn)	98*	12	-3	-12	-0.6	61*	0.4	84*	-7	103*
37	O=C(Nc1ccc(F)cc1F)c1cc(=O)n(-c2ccccc2)c(=O)[nH]1	2	2	2	0	-0.5	-2.3	-0.1	-3	5	2
38	COCCNC(=O)c1cnn2c1NC(c1ccco1)CC2C(F)(F)F (stereo not drawn)	0	0	1	-7	-1.2	0.2	-0.6	0	1	2
39	O=C1/C(=C\c2ccc(O)cc2)SC(=S)N1Cc1ccccc1	-2	-14	-309	-10	-1.0	1.4	0.3	23	-125	-4
40	C[C@@H]1CCCCO[C@@H](CN(C)CC2CC2)[C@@H](C)CN([C@H](C)CO)C(=O)c2cc(N(C)C)ccc2O1	1	7	-8	-2	-0.3	-1.1	.	.	-4	6

A stretch from the list above:
No.	SMILES	STEP block	SUMO1 PPI mod	eLon inh	MsrA act	TbMetRS inhib	LMPTP inh	MsrA inh	Scp-1 inhibitor	CendR NRP1 mod	DNMT1 inh
21	S=C(Nc1ccccc1)Nc1ccc(OCc2ccc(Cl)cc2Cl)cc1	2	-6	2	-6	-1.5	1.4	-0.7	5	7	29
22	CN(c1ccc(OCc2nnc(-c3ccccc3)o2)cc1)S(=O)(=O)c1ccccc1	3	0	-4	-6	-1.1	3.9	0.9	-10	10	0
23	O=C(CCN1CCCCO1)N1CCCC(Nc2ccc(F)cc2)C1 (stereo not drawn)	-2	3	-3	-3	-0.4	-0.8	-0.4	11	6	0
24	COC(=O)CC1NCCc2cc(OC)c(OC)cc21 (stereo not drawn)	-1	1	-3	-4	-0.4	-1.2	1.1	-8	12	5

The list goes on:
No.	SMILES	STEP block	SUMO1 PPI mod	eLon inh	MsrA act	TbMetRS inhib	LMPTP inh	MsrA inh	Scp-1 inhibitor	CendR NRP1 mod	DNMT1 inh
41	O=C(Oc1c(-c2ccccc2)c(=O)n2c3c(cccc13)CC2)c1ccc(F)cc1	0	24	-10	1	-0.1	1.0	0.8	-3	-7	2
42	CC(C)NC(=O)N(C)C[C@@H]1Oc2c(NC(=O)Nc3ccccc3)cccc2C(=O)N([C@H](C)CO)C[C@H]1C	-1	5	-2	2	1.7	-1.5	-0.5	-8	-8	2
43	CCN(CC)S(=O)(=O)c1ccc(N2CCOCC2)c(NC(=O)C23CC4CC(CC(Cl)(C4)C2)C3)c1	2	-6	5	-2	0.0	1.7	-0.1	-8	-7	1
44	CC(C)(C)C(=O)n1nc(-c2ccccc2)oc1=O	0	-4	-8	-9	-1.3	-1.4	-1.3	-1	8	1
45	NC(=O)[C@@H]1CCCCNc2c(F)cc([N+](=O)[O-])cc2C(=O)N[C@@H](CCCN=C(N)N)C(=O)NCC(=O)N1	3	-59	9	-10	-0.4	-3.1	-0.2	1	6	-22
46	CN(C)C1=NC[C@H](Cc2ccccc2)N1CC1CCCCCC1	0	2	2	-1	0.5	-1.8	0.3	0	6	7
47	COc1ccc(C2C(C(C)=O)=C(O)C(=O)N2Cc2ccccc2)c(OC)c1 (stereo not drawn)	1	0	-1	-2	-0.9	0.4	2.3	-19	-1	-2
48	CC1(C(=O)NCc2ccc3c(c2)OCO3)CCN1C(=O)Cc1ccc(Cl)cc1Cl (stereo not drawn)	3	-1	0	-3	-0.1	0.1	1.1	.	0	-1
49	Cc1cc(Cl)c2oc(C(=O)N3CCC(O)(c4ccccc4)CC3)c(C)c2c1	-1	4	-5	-1	-0.1	4.4	-0.4	-10	13	-3
50	CN(C)/C=C(\C#N)S(=O)(=O)C(C)(C)C	1	-3	-2	-11	-1.5	1.4	1.7	-1	-11	5
51	CC(=O)NCc1ccc(S(=O)(=O)NC(C(=O)O)C(C)C)cc1 (stereo not drawn)	3	-2	-6	-3	0.4	-0.3	-1.0	-3	-6	2
52	O=C(C[C@H]1C(=O)N(c2ccccc2)C[C@@H]1Cc1ccccc1)Nc1ccccc1	0	0	-3	-3	-0.8	-2.0	-0.3	.	-7	2
53	O=C(O)c1cccc2c(-c3ccccc3)c(-c3ccccc3)[nH]c12	-3	11	-2	-11	-0.1	6.1	0.7	-7	-3	0
54	Cc1c(NC(=O)CCC2CCCCC2)c(=O)n(-c2ccccc2)n1C	0	3	-4	-2	-0.5	-1.4	0.9	-6	13	0
